KDM4E inh: inhibitors of human JMJD2E histone demethylase. AID 2147. 1.6% of 230,000 active. JMJD2E catalytic domain, FDH-coupled NADH fluorescence (FDH is formaldehyde dehydrogenase). Potency, µM (series often up to 57.1 µM), for the others: at the highest dose activity change, negative = inhibition, usual class: inhibitors. B2RXH2; active = well fitted inhibition curve with a large enough effect, not every such curve was filed as active; inconclusive = small, poorly fitted or top-dose-only effect, or another doubt; inactive = no such curve, though single readings can be large or run the other way;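 also: 0% = wells with enzyme and -100% = buffer wells without enzyme; nearly all actives have a fitted effect of over 50% in size; many of its hits are not listed in these tables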
Target sequence (B2RXH2 1-337 limits assumed): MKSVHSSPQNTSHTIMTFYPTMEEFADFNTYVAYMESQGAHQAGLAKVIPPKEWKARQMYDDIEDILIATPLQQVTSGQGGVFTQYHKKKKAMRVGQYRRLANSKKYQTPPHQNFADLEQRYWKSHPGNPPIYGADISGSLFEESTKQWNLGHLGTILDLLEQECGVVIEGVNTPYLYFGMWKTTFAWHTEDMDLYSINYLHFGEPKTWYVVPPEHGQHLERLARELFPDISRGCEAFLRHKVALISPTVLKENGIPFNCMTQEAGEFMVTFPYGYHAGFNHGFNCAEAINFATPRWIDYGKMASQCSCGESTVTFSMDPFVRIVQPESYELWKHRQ
SMN2 splice enh: SMN2 splice variant enhancement. Potency, µM (top dose mostly 46.1 µM), for the others: at the top dose activity change, positive = activation, hits mostly activators. HEK293 SMN2-luciferase splicing reporter, luminescence, 30-36 h. AID 1458. 2.8% of 210,000 active; also: % of control where 0% means no effect; nearly all actives have a fitted effect of over 55% in size
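HEK293 cells carry an SMN2 minigene-luciferase reporter in which exon 7 inclusion puts luciferase in frame. Cells were seeded at 2000 cells/well, attached for 10-12 hours, then exposed to compounds for 30-36 hours at 37C before ONE-Glo luminescence.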
NPSR antagonist: antagonists of human neuropeptide S receptor cAMP signaling; Q6W5P4; CHO-NPSR cells, cAMP TR-FRET, antagonist mode; Potency, µM (highest dose often 38.3 µM), for inactives: top-dose activity change, negative = inhibition, usual class: inhibitors; 1% of 220,000 active; AID 1461; also: % is scaled to controls: 0 for no effect and ±100 for the full control effect; nearly all actives have a fitted effect of over 50% in size; many of its hits are not listed in these tables
Target sequence (Q6W5P4 whole entry, looked up): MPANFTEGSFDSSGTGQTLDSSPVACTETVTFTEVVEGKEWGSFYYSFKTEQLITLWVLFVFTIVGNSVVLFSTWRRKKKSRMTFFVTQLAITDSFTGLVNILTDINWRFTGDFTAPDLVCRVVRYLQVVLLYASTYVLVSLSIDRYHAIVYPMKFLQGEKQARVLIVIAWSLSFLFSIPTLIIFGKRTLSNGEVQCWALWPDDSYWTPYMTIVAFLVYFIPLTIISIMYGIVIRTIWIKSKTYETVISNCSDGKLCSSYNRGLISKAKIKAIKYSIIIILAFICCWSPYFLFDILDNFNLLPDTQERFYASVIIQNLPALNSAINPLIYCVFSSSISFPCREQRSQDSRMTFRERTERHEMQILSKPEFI
Luc counter: Kinase-Glo luciferase inhibition (counter-screen). Potency, µM (highest dose often 38.3 µM), for inactives: at the top dose activity change, negative = inhibition, hits mostly inhibitors. 0.28% of 200,000 active. Q27757. Kinase-Glo luciferase, ATP luminescence, 8 min; also: % is scaled to controls: 0 for no effect and ±100 for the full control effect; nearly all actives have a fitted effect of over 60% in size
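Recombinant Kinase-Glo luciferase, 10 uM ATP (linear range), luciferin; imidazole pH 7.2 / KCl / MgCl2 / Tween / BSA buffer; 8 min RT; luminescence.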
IMPase Li inh: IMPase inhibition in cells with lithium potentiation. CHO-M1 cells, IP1 TR-FRET (IP-One), carbachol + lithium. Potency, µM (doses to about 59.4 µM), inactives show at the highest dose activity, negative = IMPase inhibition, most hits filed as inhibitors. 0.35% of 210,000 active;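 also: IP1 builds up when IMPase is blocked and the TR-FRET signal falls; plate controls were basal vehicle for no effect and high inhibitor control for full effect; nearly all actives have a fitted effect of over 50% in size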
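Concentration–response in CHO-M1 cells, lithium-potentiated; 30 min at 37C. IP1 detected by competitive TR-FRET after 10 min lysis at RT. Hill-fitted AC50.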
Epigenetic reg: regulators of epigenetic silencing causing reporter derepression in mouse cells | 0.2% of 280,000 active | murine LDR cells, GFP reporter derepression, 30 h | Potency, µM (top dose mostly 53.9 µM), without a hit: at the highest dose GFP activation, actives largely listed as activators; also: % of control where 0% means no effect; nearly all actives have a fitted effect of over 60% in size
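Murine LDR cells bearing a silenced CMV-driven GFP reporter were exposed to compound for 30 h at 37 C. After PBS washes, GFP-positive cells (20-120 um objects) counted by laser-scanning microplate cytometry.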
RGS12 GoLoco inh: RGS12 GoLoco-Gai1 interaction inhibition. P63096. Gai1:RGS12 GoLoco peptide FP, rhodamine, 10 min. Potency, µM (series often up to 61.6 µM), inactives show at the highest dose activity, negative = inhibition, most hits filed as inhibitors. 0.44% of 230,000 active; active = well fitted inhibition curve with a large enough effect, not every such curve was filed as active; inactive = no such curve, though single readings can be large or run the other way; also: % is scaled to controls: 0 for no effect and ±100 for the full control effect; nearly all actives have a fitted effect of over 30% in size; many of its hits are not listed in these tables
Target sequence (P63096 whole entry, looked up): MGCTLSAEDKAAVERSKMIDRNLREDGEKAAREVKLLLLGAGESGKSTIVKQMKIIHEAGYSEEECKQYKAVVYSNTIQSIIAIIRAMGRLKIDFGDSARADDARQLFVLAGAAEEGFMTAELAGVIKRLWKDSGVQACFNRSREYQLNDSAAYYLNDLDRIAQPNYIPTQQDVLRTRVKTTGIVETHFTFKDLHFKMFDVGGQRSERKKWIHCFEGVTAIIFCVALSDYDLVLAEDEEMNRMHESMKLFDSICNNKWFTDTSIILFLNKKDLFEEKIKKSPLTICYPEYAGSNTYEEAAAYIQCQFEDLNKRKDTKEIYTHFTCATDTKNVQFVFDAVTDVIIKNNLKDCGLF
RECQ1 helicase: inhibitors of human RECQ1 DNA helicase. P46063. RECQ1 DNA unwinding, red fluorescence kinetic read. Potency, µM (doses to about 57.3 µM), for the others: at the top dose activity, negative = inhibition, actives largely listed as inhibitors. 0.54% of 240,000 active. AID 2549;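 also: plate controls were vehicle for no effect and no enzyme for full effect; nearly all actives have a fitted effect of over 30% in size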
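50 nM RECQ1T1 preincubated 15 min with compound in Tris pH 8.0 buffer with MgCl2, DTT, Tween-20 and 2.5 ug/ml poly(dI-dC); started with 200 nM TAMRA/BHQ-2 forked duplex and 2 mM ATP. Unwinding read as fluorescence (525/598 nm), two reads 2 h apart.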
* hit, by the source's call; i = inactive; ? = inconclusive; nt = no result given; & = joins results of further samples; [ ] = dose if it differs, or a comment. Unless noted, calls follow the shape of the dose curve; as a rule, active = well fitted curve in the direction sought with a large enough effect; inconclusive = small, poorly fitted or top-dose-only effect, or another doubt; inactive = no such curve, though single readings can be large; an effect the other way counts as inactive or inconclusive. Potency is read from the fitted curve at half-maximal effect. These rows are one share of the data; rates above refer to the full screens.

compound | KDM4E inh | SMN2 splice enh | NPSR antagonist | Luc counter | IMPase Li inh | Epigenetic reg | RGS12 GoLoco inh | RECQ1 helicase
CCCC(C(=O)OCCN(CC)CC)(c1ccccc1)c1ccccc1 | 6% | -11% | ? | -3% | 24%&24%&21% | 1.1% | 8% | -3%
NC(=O)/C(=C/c1cccnc1)NC(=O)c1ccccc1 | 0% | nt | 17% | nt | nt | 0.0% | 5% | 11%
COc1ccc(CCCc2nnc(SCC(=O)Nc3nc(C)cs3)n2C)cc1C | 11% | 8% | -15%[46.1 µM] | -9% | -13%[38.3 µM] | 0.8% | 4% | -8%
C=CCc1cc(/C=C2/NC(=O)NC2=O)cc(OCC)c1O | -14% | -4% | -14% | 3% | -9% | -2.7% | -4% | -2%
NC(=O)NCc1cccc(Cl)c1 | -2% | -7% | 1%[46.1 µM] | 1% | -6%[38.3 µM] | 1.0% | 7% | 4%
Cc1ccc(OS(=O)(=O)c2ccccc2)c(/C=N/N=C2\NC(=O)C(C)S2)c1 (stereo not given) | -4% | -13% | -8%[46.1 µM] | -2% | 2% | -7.7% | 2% | i
CSCCC(NS(=O)(=O)c1ccc(Cl)cc1)C(=O)OCC(=O)NC1CC1 (stereo not given) | -3% | 6% | 3%[46.1 µM] | 5% | 7%[38.3 µM] | -0.9% | 19% | -9%
Cc1nc2ccccc2n1CC(=O)N/N=C/c1cccs1 | 3% | -15% | 20% | 0% | -1% | 0.0% | 6% | 6%
COC(=O)c1sccc1NC(=O)CSc1ccccc1NS(=O)(=O)c1ccccc1Cl | -20% | -32%[inhibitor] | ? | 9% | 14%[38.3 µM] | 0.4% | 8% | -4%
COc1ccc(CCNC(=O)C2CC(c3cccc(F)c3)=NO2)cc1 (stereo not given) | 8% | nt | 10% | nt | nt | 1.6% | 6% | i
NNC(=O)c1cnn(-c2ccccc2)c1-n1cccc1 | 9% | -52%[inhibitor] | 15% | -1% | -7% | 4.8% | 5% | i
NC1(C(=O)O)CC1 | ? | 17%&-2% | -13%[46.1 µM] | -1%&-5% | 12%&0% | -2.5%&-0.2% | 2%&1% | -7%&-11%&-9%
NC(=O)CSc1ncc(-c2ccc([N+](=O)[O-])cc2)[nH]1 | 7% | 7% | 6% | 7% | 3% | -0.3% | 5% | -9%
Cc1ccc(NC(=O)CN2CCC(NC(=O)C3CCCCC3)CC2)c(Br)c1 | 3% | 16% | 16% | 1% | 4% | -1.0% | 2% | -8%
Cc1cc(C(=O)N(C)Cc2ccc(Br)cc2)no1 | 1% | -9% | -4%[46.1 µM] | -1% | 13%[38.3 µM] | 1.5% | -4% | -10%
CC(=O)Nc1ccc(N=C(C2=C(O)c3ccccc3C2=O)c2ccccc2)cc1 | -6% | 30% | -32% | -2% | 1% | -6.3% | 3% | -2%
CCN(CC)C(=O)COc1ccc(S(=O)(=O)N2CCOCC2)cc1 | -5% | -11% | -18%[46.1 µM] | 7% | -7%[38.3 µM] | -1.2% | 1% | i
Nc1c(-c2n[nH]c(=S)n2-c2ccc(Cl)cc2Cl)cnn1-c1ccccc1 | 5% | nt | -8% | nt | nt | 0.1% | 0% | i
Cc1ccc(C(=O)COC(=O)CNC(=O)CN2C(=O)c3ccccc3C2=O)cc1 | 4% | 8% | 15% | -4% | -16% | 0.0% | 0% | 2%
Cc1onc(-c2ccc(Cl)cc2)c1-c1ccnc(SCC(=O)Nc2cc(Cl)cc(Cl)c2)n1 | -2% | nt | ? | nt | nt | 2.7% | 1% | -22%
C=CCn1c(SCC(=O)c2ccc(CNC(C)=O)o2)nc2ccccc2c1=O | -3% | -12% | -8%[46.1 µM] | -1% | 28%[38.3 µM] | -1.9% | 19% | -14%
COc1ccc(Cl)c(Cn2c(NCc3ccccn3)nc3c2c(=O)n(C)c(=O)n3C)c1 | -1% | 13% | -2%[46.1 µM] | 2% | 15%[38.3 µM] | 2.4% | 0% | i
CN(C)c1ccc(/C=N/NC(=O)c2ccc(CN3C(=O)c4cccc5cccc3c45)cc2)cc1 | -4% | 8% | -8% | 2% | -1% | 1.1% | 8% | 1%
COCCn1c(SCC(=O)NCc2ccco2)nnc1C(C)C | -9% | -13% | 1% | 0% | -1% | 1.0% | -10% | 0%

Reprinted at random: four entries already listed
compound | KDM4E inh | SMN2 splice enh | NPSR antagonist | Luc counter | IMPase Li inh | Epigenetic reg | RGS12 GoLoco inh | RECQ1 helicase
C=CCn1c(SCC(=O)c2ccc(CNC(C)=O)o2)nc2ccccc2c1=O | -3% | -12% | -8%[46.1 µM] | -1% | 28%[38.3 µM] | -1.9% | 19% | -14%
CCN(CC)C(=O)COc1ccc(S(=O)(=O)N2CCOCC2)cc1 | -5% | -11% | -18%[46.1 µM] | 7% | -7%[38.3 µM] | -1.2% | 1% | i
Cc1onc(-c2ccc(Cl)cc2)c1-c1ccnc(SCC(=O)Nc2cc(Cl)cc(Cl)c2)n1 | -2% | nt | ? | nt | nt | 2.7% | 1% | -22%
Nc1c(-c2n[nH]c(=S)n2-c2ccc(Cl)cc2Cl)cnn1-c1ccccc1 | 5% | nt | -8% | nt | nt | 0.1% | 0% | i

(listing goes on)
compound | KDM4E inh | SMN2 splice enh | NPSR antagonist | Luc counter | IMPase Li inh | Epigenetic reg | RGS12 GoLoco inh | RECQ1 helicase
COC(=O)c1cc(C(=O)OCC(=O)N2c3ccccc3NC(=O)C2(C)C)cc([N+](=O)[O-])c1 | 1% | 2% | -5% | 0% | 0% | -1.1% | 4% | -6%
COc1ccc(CCN2C(=O)CC(C(N)=O)SC2=Nc2ccccc2)cc1 (stereo not given) | 1% | nt | 0% | nt | nt | 4.0% | 3% | -4%
COCCCNc1oc(-c2ccccc2OC)nc1C#N | ? | 7% | -13%[46.1 µM] | 3% | 1%[38.3 µM] | 1.6% | -1% | -11%
O=C(COc1cccc(NC(=O)c2ccco2)c1)c1ccc(F)cc1 | 0% | -16% | -9%[46.1 µM] | -1% | 22%[38.3 µM] | 0.0% | 7% | -3%
COc1cc(CCN2C(=O)N[C@@H](c3ccccc3)C(C(C)=O)=C2C)cc(OC)c1OC | 8% | 11% | nt | 1% | 14% | 0.0% | 6% | i
Cn1cnnc1SCc1ccc(C(=O)NN)cc1 | 42%[activator] | 21% | 13% | -2% | -3% | 1.7% | -3% | -18%
O=C(N/N=C/c1ccc(-c2cccc([N+](=O)[O-])c2)o1)c1ccccc1O | 5% | 4% | -12% | 1% | 20% | -5.2% | 23% | -4%
COc1nc(C)nc2c1ccc1ccccc12 | -11% | 12% | 17%[46.1 µM] | 0% | -9% | 0.0% | 8% | -2%

The last 2 compounds of the section before lead into the next.
compound | KDM4E inh | SMN2 splice enh | NPSR antagonist | Luc counter | IMPase Li inh | Epigenetic reg | RGS12 GoLoco inh | RECQ1 helicase
O=C(N/N=C/c1ccc(-c2cccc([N+](=O)[O-])c2)o1)c1ccccc1O | 5% | 4% | -12% | 1% | 20% | -5.2% | 23% | -4%
COc1nc(C)nc2c1ccc1ccccc12 | -11% | 12% | 17%[46.1 µM] | 0% | -9% | 0.0% | 8% | -2%
NS(=O)(=O)c1cc2c(cc1Cl)NC(C1C[C@H]3C=C[C@@H]1C3)NS2(=O)=O (stereo not given in full) | -16% | -5% | -8% | -2% | 7% | -3.0% | -11% | 10%
CCc1cc2c(C)ccc(C)c2nc1SCC(=O)Nc1c(C)[nH]c(=O)[nH]c1=O | 1% | -9% | 15% | -2% | -12% | 0.0% | 0% | 12%
Cc1nc(SCc2nc3ccccc3[nH]2)c2oc3ccccc3c2n1 | ? | -8% | ? | -2% | 5%[38.3 µM] | -2.2% | 25% | -10%
CC(C)n1cc([C@@H]2C[C@H]3CN(Cc4cccc(Cl)c4)C(=O)[C@]34CCCN24)cn1 | 7% | -10% | -2% | 5% | 33%[activator] | -1.4% | 170%[activator] | 20%
CC(C)OC(=O)C(C)Nc1ccc(F)c(Cl)c1 (stereo not given) | -4% | nt | 17% | nt | nt | 2.1% | -3% | -3%
CCCCNC(=O)c1onc(CSc2ccc(C(C)C)cc2)c1C(=O)O | 11% | -4% | -13%[46.1 µM] | 1% | 7%[38.3 µM] | 0.0% | 4% | -3%
COc1ccc(/C=C2\SC(=S)N(CC(=O)OCC(=O)Nc3cc(Cl)cc(Cl)c3)C2=O)cc1 | 1% | nt | -3% | nt | nt | 5.1% | 23% | -4%
O=C(O)C1CC(=O)N(c2ccc(OCc3ccc(Cl)cc3Cl)cc2)C1 (stereo not given) | -3% | 10% | 4%[46.1 µM] | 20% | 20%[38.3 µM] | -1.0% | 6% | i
CSc1cc(C)[nH]c(=O)n1 | 7% | -24% | 25% | 7% | -6% | -2.6% | 3% | -1%
Cc1cccc(C)c1OCC(=O)N(Cc1ccc(N(C)C)cc1)C1CCS(=O)(=O)C1 (stereo not given) | -3% | nt | 9% | nt | nt | 0.1% | 1% | i
Cc1ccc(C)n1NC(=O)c1ccc(Cl)cc1 | -6% | 0% | -8%[46.1 µM] | -3% | 23%[38.3 µM] | -0.5% | -9% | i
CCOC(=O)c1c(NC(=O)CC)sc(C(C)=O)c1C | -5% | 10% | -13%[46.1 µM] | 2% | -7%[38.3 µM] | -2.4% | 4% | -6%
CCOC(=O)C1=NN(c2ccc(Cl)cc2)C(c2ccccc2)CC1=O (stereo not given) | 1% | -8% | -21%[46.1 µM] | 1% | 7% | -2.0% | -3% | 6%
C=CCOc1ccc(CNc2nn[nH]n2)cc1OC | -2% | -23% | -6%[46.1 µM] | 3% | 32%[38.3 µM] | 2.6% | -11% | 2%
Cc1ccc(C(=O)N/C(=C\c2ccc(Cl)cc2)C(=O)NCCCN2CCOCC2)cc1 | 7% | -2% | 7% | 0% | -4% | -0.9% | -5% | i
CCCN(CCC)C(=O)C1CCN(c2cc(C)nc3c(-c4ccc(OC)c(OC)c4)c(C)nn23)CC1 | 1% | -18% | -15% | 5% | 15% | 1.0% | -3% | -3%
CN(C(=O)c1c[nH]c(=O)cc1C(F)(F)F)c1ccc(Cl)c(Cl)c1 | 2% | nt | 2% | nt | nt | 12% | 5% | -9%
CNC(=S)NCc1ccc2[nH]c(C)cc2c1 | 2% | -10% | 13% | 2% | -2% | -3.7% | 5% | -10%
O=C(/C=C/Nc1ccc(F)cc1)c1ccc(Br)cc1 | -7% | 13µM* | 3% | -10% | -5% | -1.2% | 19% | -13%
O=C(NCCc1ccc(Cl)cc1)C1CCC(=O)N1Cc1ccccc1Cl (stereo not given) | 3% | -15% | -14%[46.1 µM] | 0% | 1%[38.3 µM] | 0.9% | 6% | i
